# Bioassay records as filed in PubChem.
# KCC2 mod: KCC2 (human) Cl- transport modulation; Q9H2X9; KCC2 cells, thallium flux FluoZin-2 fluorescence; B-score of Tl+ flux slope (higher = more flux/activation; lower = inhibition) at 10 µM; 190,000 tested, 2.2% active;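 active means thallium flux slope and its plate-corrected score both differing from the plate sample mean at a set confidence after two filtering rounds, in either direction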;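 further: slope of fluorescence scaled to starting intensity during 10 to 20 s after thallium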
# Thrombin inh: thrombin (human) inhibition; P00734; alpha-thrombin, Boc-VPR-AMC fluorogenic substrate cleavage; inhibition, % at 5 µM; 220,000 tested, 0.26% active;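 active means inhibition at or above 40%; inactive means inhibition below 40%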;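 further: 0% = enzyme with no compound and 100% = wells without enzyme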
#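 System: Human alpha-thrombin protein | Medium: pH 7.5 Tris (50 mM) with NaCl 150 mM, Tween 20 0.05% | Times: Enzyme reaction carried out at room temperature | Detection: AMC fluorescence, 355/460 nm | Evaluation: Percent inhibition scaled between no-compound controls and no-enzyme blanks | Benchmarks: Enzyme without compound as high, wells lacking enzyme as low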
# 14-3-3 Bad inh: disrupts binding of bovine 14-3-3 zeta to phospho-Bad peptide; 220,000 tested, 0.71% active; inhibition, % at 21.7 µM; P63103; TR-FRET 14-3-3zeta/Dy647-pBad peptide displacement, 1 h;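 active means inhibition above about 70%, limit read from the data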;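 further: 0% = full 14-3-3 plus peptide FRET controls and 100% = background without 14-3-3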
# Rad51 HR inh: blocks human Rad51 in homologous recombination | Q06609 | hRad51 DNA strand exchange, fluorescence dequenching | inhibition, % at 10 µM | 200,000 tested, 0.085% active;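 active means inhibition above 40% at the single screening dose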;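 further: 0% = DMSO control wells and 100% = blanks with heterologous ssDNA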
#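 Assay system: Human Rad51 nucleoprotein filaments preassembled on unlabelled ssDNA | Reagent: Donor/quencher-labelled 47-bp dsDNA substrate | Doses: One concentration, 10 µM final | Times: 37 °C 15-min filament assembly, 30-min compound preincubation, 15-min exchange | Technique: Fluorescein emission 520 nm, excitation 485 nm | Benchmarks: Plate control and blank wells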
# EBV gp42 block: EBV gp42 inhibition; Fluorescence polarization binding assay, mP read-out; inhibition, % (tested at 21.74 µM); 220,000 tested, 0.42% active; in the data active means inhibition above about 50%
# Target sequence (Q1HVG2 whole entry, looked up): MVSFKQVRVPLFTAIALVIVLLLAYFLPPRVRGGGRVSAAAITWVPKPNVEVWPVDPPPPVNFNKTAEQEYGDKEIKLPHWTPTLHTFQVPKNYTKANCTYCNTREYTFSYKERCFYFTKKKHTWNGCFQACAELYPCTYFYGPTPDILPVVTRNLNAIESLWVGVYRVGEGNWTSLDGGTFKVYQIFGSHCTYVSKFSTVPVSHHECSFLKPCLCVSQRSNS
# eIF4E-4G inh: eIF4E/eIF4G interaction inhibition in translation initiation | inhibition, % at 21.7 µM | P63073+Q04637 | 220,000 tested, 0.37% active | TR-FRET eIF4E-eIF4GI(517-606) binding, 2 h;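 further: 0% = full FRET control wells and 100% = background wells lacking eIF4GI fragment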
# p47phox inh: blocks human p47phox regulatory protein of NADPH oxidases | P14598 | inhibition, % at 24.7 µM | p47phox/p22phox peptide binding, fluorescence polarization, 2 h | 220,000 tested, 0.53% active;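 further: 0% = p47phox with labelled peptide and 100% = labelled peptide alone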
# Furin inh: blocks human furin protease activity | P09958 | purified furin, fluorogenic substrate cleavage | inhibition, % at 30 µM | 220,000 tested, 0.061% active; in the data active means inhibition above about 25%; further: inactives centre near -15
# Target sequence (P09958 108-714 limits assumed): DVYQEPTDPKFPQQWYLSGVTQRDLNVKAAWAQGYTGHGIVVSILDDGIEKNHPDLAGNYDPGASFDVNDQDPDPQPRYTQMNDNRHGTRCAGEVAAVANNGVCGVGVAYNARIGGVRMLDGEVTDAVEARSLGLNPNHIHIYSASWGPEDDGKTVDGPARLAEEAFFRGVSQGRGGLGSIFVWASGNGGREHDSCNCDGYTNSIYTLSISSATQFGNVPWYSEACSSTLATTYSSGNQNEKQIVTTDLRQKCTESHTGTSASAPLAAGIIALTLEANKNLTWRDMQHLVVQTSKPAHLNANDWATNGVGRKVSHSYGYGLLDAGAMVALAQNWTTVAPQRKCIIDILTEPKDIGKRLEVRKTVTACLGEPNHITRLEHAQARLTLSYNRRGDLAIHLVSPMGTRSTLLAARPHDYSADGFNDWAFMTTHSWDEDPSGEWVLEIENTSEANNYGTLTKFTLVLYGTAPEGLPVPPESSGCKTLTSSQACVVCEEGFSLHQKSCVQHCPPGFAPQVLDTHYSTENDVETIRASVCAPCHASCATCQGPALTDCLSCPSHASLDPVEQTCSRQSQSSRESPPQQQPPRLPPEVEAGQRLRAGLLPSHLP
# KLK5 inh: inhibitors of human kallikrein 5. inhibition, % at 5 µM. AID 873. 210,000 tested, 0.59% active. Q9Y337. recombinant hK5, fluorogenic AMC substrate cleavage;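 active means inhibition of 40% or more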;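 further: 0% = enzyme controls without compound and 100% = no-enzyme blanks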
# Target sequence (Q9Y337 67-293 limits assumed): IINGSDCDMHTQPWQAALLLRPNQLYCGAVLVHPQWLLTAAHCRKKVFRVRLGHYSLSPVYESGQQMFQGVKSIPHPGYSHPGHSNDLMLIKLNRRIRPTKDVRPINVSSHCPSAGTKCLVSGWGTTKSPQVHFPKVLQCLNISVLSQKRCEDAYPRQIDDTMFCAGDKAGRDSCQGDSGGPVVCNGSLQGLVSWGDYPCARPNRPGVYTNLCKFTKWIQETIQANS
# An asterisk follows results filed as active; . = not tested or not shown; [ ] = another dose, or the depositor's remark.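 How the source made its calls, unless noted: active means inhibition above about 30% (limit read from the data); inactive means the rest.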
# The line under a structure holds: KCC2 mod	Thrombin inh	14-3-3 Bad inh	Rad51 HR inh	EBV gp42 block	eIF4E-4G inh	p47phox inh	Furin inh	KLK5 inh
- CCc1ccc(C(C)NC(=O)c2cc(C)oc2C)cc1 (stereo unspecified)
 : -0.85	3	8	13	-20	2	-11	-17[20 µM]	-12
- O=C(Nc1ccc(S(=O)(=O)Nc2nccs2)cc1)c1cc(-c2ccccc2Cl)nc2ccccc12
 : 2.5	-11	-1[fluorescence artefact?]	.	-11	2	-51	-18[20 µM]	-6
- N#C/C(=C\c1ccco1)C(=O)NCC1CCCO1 (stereo unspecified)
 : 2.3	3	-20	.	-15	3	-18	7	-6
- O=C(OCc1cccc(F)c1)c1ccc2c(c1)-c1ccccc1C2=O
 : .	2	21	-6	1	-1	1	-17[20 µM]	3
- Cc1nnc(SCC(=O)N2CC(=O)Nc3ccccc32)n1C
 : 0.92	1	1	-1	-13	-9	-11	-2[20 µM]	-9
- CCOC(=O)c1[nH]c(C)c(C(=O)Nc2cc(Cl)ccc2C)c1C
 : 0.41	3	-2	-3	-13	-1	-32	-6	-10
- CCOC(=O)C(C)n1cnc2c(nnn2-c2ccc(C)cc2)c1=O (stereo unspecified)
 : -2.1	1	14	3	-6	5	12	-27	-6
- COc1ccc(OC)c(Nc2nc(=O)c3cccnc3s2)c1
 : 0.97	12	-10	-4	-18	32*	60*	-12	-2
- C=CCn1c(SCC(=O)Nc2cc(C)cc(C)c2)nnc1-c1cnccn1
 : 0.36	-9	11	.	-13	7	10	-4	-7
- CC1CCC(NC(=O)C2(C)CCC(=O)N2Cc2cccnc2)CC1 (stereo unspecified)
 : 0.49	-2	-2[fluorescence artefact?]	0	-17	5	0	-25	-7
- CC(=O)N(CCC(Cc1ccccc1)c1ccco1)Cc1ccco1 (stereo unspecified)
 : -3.3	0	-6	-12	-11	-9	-15	-13	5
- CC(NCC(O)COCCC12CC3CC(CC(C3)C1)C2)c1ccccc1 (stereo unspecified)
 : 1	2	-5	-38	-14	5	-21	-18	-8
- COCCNC(=O)C(c1ccco1)N(C(=O)Cn1nnc2ccccc21)c1ccc(C)cc1C (stereo unspecified)
 : 0.45	-4	2[fluorescence artefact?]	-4	-2	-3	9	-20[20 µM]	-7
- COc1c(C)cc(Br)cc1C(=O)NCc1cccnc1
 : 0.16	-4	14	-4	4	-2	-4	-23[20 µM]	-18
- CC1(C)CCCC2=C1CC1C(=O)N(N)C(=O)C1C2 (stereo unspecified)
 : 0.65	-10	-8	5	5	2	3	-10	-3
- CCN(Cc1ccccc1)S(=O)(=O)c1cc(C(=O)NCCCN(C)C)ccc1OC
 : -0.18	.	-4	1	-23	-2	-8	-35	0
- COC(=O)c1ccccc1NC(=O)NC1CCC(C)CC1 (stereo unspecified)
 : .	2	0	.	-9	1	-1	-18	.
- Cn1c(=O)c2[nH]c(N3CCN(c4ccccc4)CC3)nc2n(C)c1=O
 : -0.72	0	-12	.	3	5	-14	-18	.
- O=C(CCOc1ccccc1)Nc1ccccc1
 : 0.5	1	2	.	-4	-1	-2	-18[20 µM]	4
- CC(Nc1ccccc1)c1ccncc1 (stereo unspecified)
 : -0.36	-2	-6	8	3	3	-18	-11	1
- O=C(CN1CCN(C(=O)c2ccco2)CC1)Nc1ccc2c(c1)OCCO2
 : 0.82	-1	-4	5	-3	-1	-2	-32	6
- CC(C)NC(=O)c1ccc(C(C)C)cc1
 : 1.7	78*	4	-2	-6	-8	8	-25	5
- CSc1ncc(F)c(N(CCO)CCO)n1
 : 0.59	-3	-11	-4	-16	-4	-15	-4	-22
- CCn1c(NCc2ccco2)nc2ccccc21
 : 0.073	4	-1	13	3	-3	13	-15	-6
- Cc1cccc(OCCCCc2c(C)n[nH]c2C)c1C
 : .	-1	19	-1	2	6	-14	-15	-24
- CC(=O)c1cccc(N2C(=O)C3C4CCC(C4=C(C)C)C3C2=O)c1 (stereo unspecified)
 : .	0	6[fluorescence artefact?]	19	-23	0	-8	-18	-14
- CCOC(=O)c1cnc(SCC(=O)Nc2ccc(NC(=O)CC)c(OC)c2)nc1N
 : .	5	-15	0	-10	3	-12	-16	-12
- Cc1cc(=O)oc(C)c1C(=O)Nc1cccc2nonc12
 : .	-1	6	-4	-8	3	2	-4	-8
- Nc1nnc(C2CCCC2)s1
 : -0.51	5	-5[fluorescence artefact?]	-3	-25	-5[fluorescence artefact?]	-6	-22	2
- COc1cccc(C2(O)CCN(C(=O)Cc3cccnc3)CC2)c1
 : 1	4	-3	-7	-13	2	-22	-15[20 µM]	-4

# Retrieved by compound from the list above:
# The line under a structure holds: KCC2 mod	Thrombin inh	14-3-3 Bad inh	Rad51 HR inh	EBV gp42 block	eIF4E-4G inh	p47phox inh	Furin inh	KLK5 inh
- CC(C)NC(=O)c1ccc(C(C)C)cc1
 : 1.7	78*	4	-2	-6	-8	8	-25	5
- COc1ccc(OC)c(Nc2nc(=O)c3cccnc3s2)c1
 : 0.97	12	-10	-4	-18	32*	60*	-12	-2
- Cn1c(=O)c2[nH]c(N3CCN(c4ccccc4)CC3)nc2n(C)c1=O
 : -0.72	0	-12	.	3	5	-14	-18	.
- Cc1nnc(SCC(=O)N2CC(=O)Nc3ccccc32)n1C
 : 0.92	1	1	-1	-13	-9	-11	-2[20 µM]	-9

# Other records follow:
# The line under a structure holds: KCC2 mod	Thrombin inh	14-3-3 Bad inh	Rad51 HR inh	EBV gp42 block	eIF4E-4G inh	p47phox inh	Furin inh	KLK5 inh
- O=C(CSc1ccsc1[N+](=O)[O-])N1CCCCCC1
 : -0.11	-1	-16	-4	10	1	3	-7	-9
- CCOC(=O)c1c(-c2ccc(F)cc2)csc1NC(=O)CCN1CCOCC1
 : -1.4	-16	4[fluorescence artefact?]	3	-2	-1	-4	-13	-11
- O=C1CC(c2cccc(F)c2)SC(N(c2ccccc2)c2ccccc2)=N1 (stereo unspecified)
 : .	-3	2	1	-6	4	-5	-24[20 µM]	16
- O=C(COC(=O)c1cccc(C(F)(F)F)c1)NCc1ccccc1
 : 0.29	4	-4[fluorescence artefact?]	.	-20	-1[fluorescence artefact?]	-3	-20	0
- Cc1ccccc1NC(=O)Cn1cnc2c1c(=O)n(C)c(=O)n2C
 : -0.098	-2	4	6	-3	2[fluorescence artefact?]	-13	-14[20 µM]	-6
- COC(=O)c1ccccc1S(=O)(=O)Nc1ccc2cn[nH]c2c1
 : -1.2	-11	2	-1	-7	-4	-4	-39	-22
- Cc1cc([N+](=O)[O-])ccc1NC(=O)Nc1ccccc1F
 : -0.35	2	-3	-1	6	2	-4	-15	1
- O=C(Oc1cccc(/C=N/Nc2nc(N3CCOCC3)nc(N3CCOCC3)n2)c1)c1ccco1
 : -0.39	10	-2	3	4	4	-13	-2[20 µM]	17
- COc1cc(C(=O)Nc2nc(-c3ccc(Cl)cc3)c(C)s2)ccc1OCC(=O)Nc1ccc(F)cc1
 : 0.45	-14	5	2	-11	-2	-4	-11	-9
- Cc1[nH]nc(SCC(=O)Nc2cccc(O)c2)c1[N+](=O)[O-]
 : 0.36	-4	-15	0	-6	4	-6	-30	-2
- O=C(NCCC1=CCCCC1)c1cnc2n(c1=O)CCS2
 : -1.1	2	5[fluorescence artefact?]	-2	-18	2	-9	-32[20 µM]	-10
- CCOC(=O)Cc1csc(NC(=O)/C=C/c2ccccc2Cl)n1
 : -0.16	-4	-12	0	15	-10	-12	-12	-4
- O=C(O)CC1=C(O)C(=O)N(c2ccccc2)C1c1ccc(Cl)cc1 (stereo unspecified)
 : -1.5	2	.	4	0	.	-8	-10[20 µM]	0
- CCC(C)[C@H](NC(=O)Nc1ccc2c(c1)OCCO2)C(=O)O (stereo partly specified)
 : .	0	13[fluorescence artefact?]	0	6	-2[fluorescence artefact?]	-6	-13	5
- Cc1cc(C(=O)OCC(=O)Nc2cccc(S(=O)(=O)N(C)C)c2)c(C)o1
 : -1.4	2	0	16	-10	-2	-13	-21	7
- Cc1cc(C)n(CC(=O)NC2CCCCC2)n1
 : 0.098	-9	0	-5	-6	4	0	-11[20 µM]	-3
- FC(F)(F)c1nnc(-c2ccccc2)nc1N1CCOCC1
 : -0.53	0	14	3	-12	4	-8	-13[20 µM]	-20
- Cc1cc(CN(C)C(=O)CC2C(=O)NCCN2Cc2c(F)cccc2Cl)on1 (stereo unspecified)
 : 7.9*	-4	-5	.	-8	1	2	-13	1
- O=C(OCn1nnc2ccccc2c1=O)c1ccc2c(=O)n3c(nc2c1)CCC3
 : 0.28	-4	-3[fluorescence artefact?]	-3	-12	-10	-3	-17	-5
- COc1ccc(CN(C2CCCC2)S(=O)(=O)c2ccc(-n3cnnn3)cc2)cc1OC
 : -0.27	-3	-5	-6	2	5	-8	-13[20 µM]	-11
- COc1ccc(-n2c(CNC(=O)COc3ccccc3)n[nH]c2=S)cc1
 : 0.69	-2	-10	3	-20	-2	2	-33	-1
- COc1ccc(-c2ccc(SCC(=O)N3CCN(c4ccccc4)CC3)nn2)cc1
 : 0.013	-2	-7	1	-3	1	-24	-23	4
- NC(=S)N/N=C1\CCOc2ccc(Cl)cc21
 : 0.44	-5	-16	18	-6	2	-5	1	-3
- Cc1cc(NS(=O)(=O)c2ccc(Nc3nc(-c4sc(N)nc4C)cs3)cc2)no1
 : .	2	33	-6	-8	-2	-24	-28[20 µM]	-31
- COc1cccc(CN(Cc2cccnc2)S(=O)(=O)c2ccc(-n3cnnn3)c(C)c2)c1
 : -1.7	0	4	6	-9	1	-4	-18	2
- CCOc1ccc(N(CC(=O)NC2CCCCC2)C(=O)CSc2nnc(COc3ccccc3)o2)cc1
 : 0.23	-3	-5[fluorescence artefact?]	-2	8	1[fluorescence artefact?]	-6	-13[20 µM]	-14
- O=C(Cn1cncc1-c1ccc([N+](=O)[O-])cc1)Nc1cccc2ccccc12
 : 1.2	-14	72*[fluorescence artefact?]	7	20	9	38*	-16	-4
- C=CCNC(=S)Nc1ccc(N2CCOCC2)c(S(=O)(=O)Nc2ccccc2Cl)c1
 : 0.087	-6	-9	14	5	2	-7	-28	-3
- O=C(CNC(=O)c1ccco1)OCC(=O)c1ccc2ccccc2c1
 : 0.18	1	4	-7	-21	7	-9	-20[20 µM]	-11
- C=CCOc1ccc(CN(C)CC(=O)Nc2ccccc2[N+](=O)[O-])cc1
 : -0.029	2	-3	2	-7	-1	3	-20	1

# (more compounds)
# The line under a structure holds: KCC2 mod	Thrombin inh	14-3-3 Bad inh	Rad51 HR inh	EBV gp42 block	eIF4E-4G inh	p47phox inh	Furin inh	KLK5 inh
- COc1ccc(CNC(=S)Nc2ccc(-c3ccccc3)cc2)cc1
 : 0.61	2	-12	-7	-8	-4	-5	-19	-16
- CCCc1cc(Nc2cccc(OCC)c2)n2ncnc2n1
 : .	-3	-8	3	-10	-25	-7	-17	-19
- Cc1ccc(S(=O)(=O)N(C)c2ccc(C(=O)N3CCN(Cc4ccc5c(c4)OCO5)CC3)cc2)cc1
 : .	-1	-4	6	6	0	5	-24[20 µM]	-4
- C=CCOc1cccc(NC(=O)c2ccccc2SC)c1
 : 0.27	22	3	-2	-11	0	-4	-3	27
- Clc1ccc(Oc2cnc3ccccc3n2)cc1
 : 0.96	0	13	10	1	1	-7	-15[20 µM]	-24
- Cc1cc(C(=O)OCC(=O)NCCCN2CCCC2=O)c2ccccc2n1
 : 0.48	6	-13	0	-40	4	0	-10[20 µM]	7
- O=C(COc1ccc(Cl)cc1Cl)Nc1c(-c2cccs2)nc2ccccn12
 : 0.11	0	51	3	-11	-13	-17	3	-5
- C(=C\c1ccco1)/C=N/n1cnnc1
 : 0.16	-1	-11[fluorescence artefact?]	-2	-10	5[fluorescence artefact?]	-5	11	12
- Cc1ccc(-c2nn(-c3ccccc3)cc2NC(=O)c2ccccc2)cc1
 : 0.44	-5	2	-15	-41	0	-63	-15	-12
